CXCR6 inh – CXCR6 receptor inhibitors, primary screen, cell-based, beta-arrestin, luminescence, CHO-K1 PathHunter, 1536-well; C-X-C chemokine receptor type 6 (Homo sapiens), O00574; inhibition, % at 20 µM; 360,000 tested, 0.36% active; AID 602244, 2012; in the data active = inhibition above about 34%, passing the limit was not always enough;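 also: antagonist mode with CXCL16 agonist at 10 nM final; 0% = 10 nM CXCL16 with DMSO and 100% = unstimulated wells without agonist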
APJ antag – antagonists of human apelin receptor APJ, primary screen, CHO-K1 cells, beta-arrestin complementation, luminescence | P35414 | inhibition, % at 20 µM | 330,000 tested, 0.32% active | AID 2521, 2010;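 active = inhibition above about 40% at 20 µM, limit read from the data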;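 also: cells challenged with 10 nM apelin-13 agonist together with compound; plate controls were apelin-13 plus DMSO wells for no effect and DMSO wells lacking apelin-13 for full effect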
CCR6 antag – CCR6 receptor antagonists, primary screen, cell-based, CHO-K1, luminescence, beta-arrestin, uHTS; AID 493098, 2011; CHO-K1 CCR6 PathHunter beta-arrestin, CCL20-stimulated; C-C chemokine receptor type 6 (Homo sapiens), P51684; inhibition, % at 20 µM; 340,000 tested, 0.49% active;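 active = compounds whose inhibition of the agonist-driven luminescence signal at 20 µM reaches about 50%, limit read from the data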;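 also: cells stimulated with CCL20 at 14 nM final; plate controls were DMSO with CCL20 for no effect and DMSO without agonist for full effect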
CHOP UPR activ – activators of apoptotic CHOP UPR arm, primary screen, cell-based, CHO-CHOP luciferase reporter, luminescence, uHTS; activation, % at 10 µM; AID 449763, 2010; 330,000 tested, 0.34% active; UPR activation; percent of tunicamycin response over DMSO baseline;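 active = at 10 µM dose, activation of 40% or more, normalized to positive control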;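 also: 100% = tunicamycin at 10 µg/mL and 0% = DMSO alone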
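System: CHO-CHOP luciferase reporter cell line | Buffer or medium: F12 medium containing 10% fetal bovine serum | Doses: One dose, 10 µM in 0.5% DMSO | Times: 6 h compound exposure at 37 °C after overnight seeding | Signal: Luciferase luminescence | Read-out: % activation vs tunicamycin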
APJ ag – agonists of human apelin receptor APJ, primary screen, CHO-K1 cells, PathHunter beta-arrestin, luminescence | 330,000 tested, 0.11% active | 0% DMSO wells, 100% apelin | P35414 | activation, % at 20 µM;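 active = activation more than six SD over the plate average, tested at 20 µM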;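 also: 0% = DMSO alone and 100% = apelin-13 at 10 nM; some results filed as inactive read as strong as hits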
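Test system: CHO-K1 APJ beta-arrestin complementation cell line | Compound: Single test compound dose, 20 µM final, 1% DMSO | Incubation: Compound 90 min 25 °C, reagent 1 h | Measured by: beta-gal luminescence | Read-out basis: APJ–arrestin association signal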
tim23-1 inh – growth inhibitors of tim23-1 mutant yeast, primary screen, luminescence, uHTS. S. cerevisiae tim23-1 growth, BacTiter-Glo luminescence, 24 h. inhibition, % at 20 µM. 330,000 tested, 1.3% active. AID 463212, 2010;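 active = growth inhibition of the mutant yeast at or above 50%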;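 also: temperature-sensitive mutant grown at 25 °C; plate controls were DMSO-treated mutant yeast for no effect and medium wells lacking yeast for full effect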
XBP1 UPR activ – activators of adaptive XBP1 UPR arm, primary screen, cell-based, CHO-XBP1 luciferase reporter, luminescence, uHTS; activation, % at 20 µM; IRE1-XBP1 UPR activation; percent of tunicamycin response, DMSO as zero; 330,000 tested, 0.33% active; AID 463104, 2010;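 active = versus positive control, 20 µM dose yields 30% or more activation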;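 also: 100% = tunicamycin at 10 µg/mL and 0% = DMSO only wells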
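Material: CHO-XBP1 cells stably carrying IRE1-XBP1-driven luciferase reporter / Amount: 1000 cells per well / Compound: 20 µM, 1% DMSO / Times: 6 h treatment, 37 °C / Detection: luciferase luminescence / Measure: % activation of reporter signal versus tunicamycin and DMSO controls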
EBI2 antag – EBI2 receptor antagonists, beta-arrestin recruitment, primary screen, cell-based, luminescence, 7a,25-OHC stimulation, uHTS | 7a,25-OHC stimulated | inhibition, % at 5 µM | 360,000 tested, 0.81% active; in the data active = inhibition above about 38%;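 also: enzyme fragment complementation signal reports receptor beta-arrestin coupling in cells; 0% = agonist plus DMSO wells and 100% = wells without agonist; some results beyond the cut were filed as inactive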
Mdm2-MdmX inh – inhibitors of human Mdm2-MdmX association, primary screen, cell-based, luminescence, split luciferase, SaOS-2, uHTS; Protein Mdm4 (Homo sapiens) + E3 ubiquitin-protein ligase Mdm2 (Homo sapiens), …; SaOS-2 split-luciferase Mdm2/MdmX complementation; inhibition, % at 8 µM; 330,000 tested, 3% active; AID 485346, 2010;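 active = inhibition of at least 50% at 8 µM in the primary screen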
Target sequence (O15151 whole entry, looked up): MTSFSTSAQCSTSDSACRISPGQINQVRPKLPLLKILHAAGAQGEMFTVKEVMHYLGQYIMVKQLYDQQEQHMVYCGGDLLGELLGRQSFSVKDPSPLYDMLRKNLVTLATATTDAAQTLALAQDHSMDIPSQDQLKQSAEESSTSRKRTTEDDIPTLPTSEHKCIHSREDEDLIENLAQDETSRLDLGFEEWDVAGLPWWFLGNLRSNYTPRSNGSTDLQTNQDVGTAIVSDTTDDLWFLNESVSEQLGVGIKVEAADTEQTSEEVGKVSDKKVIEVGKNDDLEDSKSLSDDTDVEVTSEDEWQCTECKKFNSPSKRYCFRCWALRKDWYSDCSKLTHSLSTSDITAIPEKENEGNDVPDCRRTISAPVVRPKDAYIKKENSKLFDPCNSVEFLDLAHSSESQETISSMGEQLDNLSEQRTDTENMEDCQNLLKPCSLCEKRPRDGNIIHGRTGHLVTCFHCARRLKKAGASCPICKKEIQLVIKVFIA
Target sequence (Q00987 whole entry, looked up): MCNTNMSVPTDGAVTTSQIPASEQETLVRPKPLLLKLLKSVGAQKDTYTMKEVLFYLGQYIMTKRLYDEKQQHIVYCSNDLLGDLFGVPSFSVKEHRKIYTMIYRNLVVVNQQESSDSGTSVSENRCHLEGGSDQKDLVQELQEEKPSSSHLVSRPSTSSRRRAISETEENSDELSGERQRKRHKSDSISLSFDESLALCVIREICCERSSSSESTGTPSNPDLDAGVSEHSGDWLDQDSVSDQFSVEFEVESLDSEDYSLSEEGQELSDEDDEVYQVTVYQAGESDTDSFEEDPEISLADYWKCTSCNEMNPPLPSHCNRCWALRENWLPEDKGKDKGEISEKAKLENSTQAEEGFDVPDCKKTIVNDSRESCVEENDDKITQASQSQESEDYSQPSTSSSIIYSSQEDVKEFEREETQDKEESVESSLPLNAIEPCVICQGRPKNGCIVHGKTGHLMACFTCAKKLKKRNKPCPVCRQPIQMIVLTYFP
An asterisk follows results filed as active.

1	CSc1ccccc1NC(=O)COC(=O)c1ccccc1O
2	CC(=O)c1sc(NC(=O)C2CC(=O)N(Cc3ccco3)C2)nc1-c1ccccc1 (stereo unspecified)
3	O=C(Nc1cccc(-n2cccn2)c1)C1CCCN(Cc2cccc(F)c2F)C1 (stereo unspecified)
4	COc1ccc2nc(-c3ccccc3)nc(SCC(=O)NCC3CCCO3)c2c1 (stereo unspecified)
5	CC1C(c2ccccc2)N(C)CCC12NC(=O)NC2=O (stereo unspecified)
6	Cc1noc(C)c1CSCC(=O)Nc1cc(S(C)(=O)=O)ccc1Cl

entry no.,1,2,3,4,5,6
CXCR6 inh,4,6,-6,-5,1,-10
APJ antag,-17,3,22,-4,-2,1
CCR6 antag,12,12,12,2,4,3
CHOP UPR activ,-0.4,-0.7,0.5,2.0,-1.6,0.3
APJ ag,0,-5,2,-1,-5,-3
tim23-1 inh,-2,-11,22,24,-15,6
XBP1 UPR activ,0,2,-5,3,1,-5
EBI2 antag,-6,0,3,1,-15,-11
Mdm2-MdmX inh,5,4,18,28,-5,7

7	Cc1cccc(OCc2nnc(SCc3cc(=O)[nH]c4ccccc34)n2-c2ccccc2)c1
8	O=C(NNC(=O)c1ccccc1F)c1cccc(-n2cccc2)c1
9	Cc1cc(C)c(NC(=O)c2ccc(CN3CCc4ccccc4C3)cc2)c(C)c1
10	Nc1nc(SCc2ccc(Cl)c(Cl)c2)n[nH]1
11	CS(=O)(=O)N1CCN(c2ccc(NC(=O)CSc3ccc(Cl)cc3)cc2)CC1
12	COc1cccc(C(C(=O)NCC2CCCO2)N(CC2CCCO2)C(=O)CN2C(=O)c3ccccc3S2(=O)=O)c1 (stereo unspecified)

entry no.,7,8,9,10,11,12
CXCR6 inh,-9,-7,-6,0,-1,-2
APJ antag,-16,8,-3,3,3,0
CCR6 antag,22,5,-2,10,-8,12
CHOP UPR activ,12,4.8,-4.4,-1.9,-2.2,0.4
APJ ag,-2,4,0,0,-1,-2
tim23-1 inh,15,7,24,2,10,6
XBP1 UPR activ,0,28,-10,1,-2,-1
EBI2 antag,2,-2,-9,-1,-10,-2
Mdm2-MdmX inh,19,-24,29,21,4,13

13	COc1ccccc1C(=O)C1Nc2ccccc2-c2nnc(SC)nc2O1 (stereo unspecified)
14	COc1ccc(C(=O)NCc2cccnc2)cc1
15	CC(C)c1ccc(C(C)NCCS(=O)(=O)c2ccc(Br)cc2)cc1 (stereo unspecified)
16	CCn1cc(C(=O)NCCc2ccc(Cl)cc2)c(=O)c2cc(S(=O)(=O)N(C)C)ccc21
17	Cc1cccc(CS(=O)(=O)Cc2ccc(C(=O)NC3CCCCC3)o2)c1
18	CC(C)(C)n1nnnc1C(c1ccccn1)N1CCN(C(c2ccccc2)c2ccccc2)CC1 (stereo unspecified)

entry no.,13,14,15,16,17,18
CXCR6 inh,-1,0,6,4,1,0
APJ antag,-5,8,10,8,-7,4
CCR6 antag,-1,-6,28,15,15,7
CHOP UPR activ,2.2,1.5,0.9,1.2,2.0,-0.8
APJ ag,5,1,-3,-4,-1,-4
tim23-1 inh,23,14,21,-3,-2,42
XBP1 UPR activ,-3,-1,-6,-2,-2,-2
EBI2 antag,-15,-12,78*,9,5,2
Mdm2-MdmX inh,19,21,21,13,-10,2

19	Cc1ccc(Oc2ccc(C=O)cn2)cc1
20	COc1ccc(-c2noc(-c3cccc(OC)c3OC)n2)cc1OC
21	CCc1nc2oc3cc(OC)ccc3c(=O)c2c(=O)n1Cc1ccco1
22	CC1=Nn2c(nnc2-c2cc(C)[nH]n2)SC1
23	CCc1ccc(NC(=O)CCS(=O)(=O)c2ccc3c(c2)CCN3C(C)=O)cc1
24	CC(=O)c1ccc(S(=O)(=O)N(CCCO)Cc2cc3cc4c(cc3[nH]c2=O)OCCO4)cc1

entry no.,19,20,21,22,23,24
CXCR6 inh,-9,-7,3,2,0,-6
APJ antag,35,-32,8,3,14,-5
CCR6 antag,-4,6,7,14,7,19
CHOP UPR activ,4.9,3.6,-0.5,-0.1,1.9,0.7
APJ ag,0,-1,-2,-4,3,2
tim23-1 inh,-1,21,25,-5,-2,15
XBP1 UPR activ,-4,3,-2,-3,-4,0
EBI2 antag,16,8,-3,0,-5,1
Mdm2-MdmX inh,-7,-125,3,17,13,-13

25	O=C1C2=C(NC(=S)NC2c2ccc(Cl)cc2)NC(c2ccc(Cl)cc2)N1c1ccc(Cl)cc1 (stereo unspecified)
26	CC1CCN(C(=O)CSc2nc3ncccc3[nH]2)CC1
27	COCCN1C(=O)c2oc3ccccc3c(=O)c2C1c1ccc(O)c(OC)c1 (stereo unspecified)
28	Nc1cc(=O)[nH]c(=O)n1Cc1ccccc1
29	O=C(CSCc1cccc(Cl)c1)NCc1ccc2c(c1)OCO2
30	COC(=O)C1=NNC2(C)C(=O)N(c3ccc(C)cc3)C(=O)C12 (stereo unspecified)

entry no.,25,26,27,28,29,30
CXCR6 inh,-5,4,7,-1,-3,-2
APJ antag,-24,13,0,4,13,-7
CCR6 antag,-8,-5,5,-1,15,13
CHOP UPR activ,3.9,2.4,1.5,0.7,-0.6,-1.2
APJ ag,11,-2,-1,-5,-5,-1
tim23-1 inh,45,14,2,-8,23,11
XBP1 UPR activ,9,0,0,0,1,0
EBI2 antag,-6,-4,5,-9,7,-5
Mdm2-MdmX inh,1,-5,-3,0,-22,15

31	Cc1c(C(=O)O)c(C(=O)O)c2n1CCS2
32	COc1nnc(-c2ccc(N3CCOCC3)c(NC(C)=O)c2)c2ccccc12
33	CN(C)S(=O)(=O)c1ccc(Cl)c(NC(=O)CSc2nc3c(cc2C#N)C(=O)CCC3)c1
34	CCOC(=O)c1c(C)[nH]c(C(=O)N(C)CC(=O)Nc2ccc(OC)cc2)c1C
35	c1ccc(Cc2nn3c(Cn4nnc5ccccc54)nnc3s2)cc1
36	C=C(C)COc1ccc(-c2nc(N)ncc2Oc2ccc(OC)cc2)c(O)c1

entry no.,31,32,33,34,35,36
CXCR6 inh,4,5,-7,1,-1,18
APJ antag,-11,2,5,2,7,-11
CCR6 antag,-1,2,29,1,3,-1
CHOP UPR activ,-1.0,-3.2,4.5,-0.4,1.9,2.0
APJ ag,-4,-1,0,-3,-3,-3
tim23-1 inh,3,20,-18,-2,6,24
XBP1 UPR activ,-3,-1,11,-3,0,2
EBI2 antag,-8,-1,16,-1,-11,28
Mdm2-MdmX inh,-8,4,20,-5,-3,16

37	Cc1ccc(C(=O)O/N=C/c2c(Cl)n(C)c3ccccc23)cc1
38	COc1ccccc1N1CCN(C(=O)c2c(C)cc(=O)oc2C)CC1
39	O=S(=O)(Nc1nc2ccccc2nc1Cl)c1ccc(Br)cc1
40	O=C(OCC(=O)N1CCN(C(=O)c2ccco2)CC1)c1cc(-c2ccccc2)nc2ccccc12
41	CCOC(=O)c1c(C)nc(C)c(C(=O)OCC)c1-c1ccc(Br)cc1
42	CC1=Nc2ccc(C)c3nc(C)cc(c23)N1c1ccc(C)cc1

entry no.,37,38,39,40,41,42
CXCR6 inh,-4,-2,-8,7,6,-1
APJ antag,2,57*,-7,1,8,-12
CCR6 antag,-6,16,7,17,7,20
CHOP UPR activ,0.2,-1.8,1.4,-2.2,5.2,-0.3
APJ ag,-6,-2,-2,-2,-3,-3
tim23-1 inh,3,-2,12,40,8,10
XBP1 UPR activ,7,-1,1,-1,0,1
EBI2 antag,19,1,-2,12,11,13
Mdm2-MdmX inh,14,11,11,-5,-7,35

43	CCn1c(CN2CCN(C(=O)c3ccco3)CC2)nc2c1c(=O)n(C)c(=O)n2C
44	C(=N\Nc1nc(N2CCCC2)nc(N2CCCC2)n1)/c1cccnc1
45	COc1ccc(CSc2nnc(-c3ccncc3)n2C)cc1F
46	O=C(c1cccc(Oc2ccc([N+](=O)[O-])cc2Cl)c1)N1CCCCC1
47	COc1ccc(C2CC(c3cccs3)=NN2C(=O)COC(=O)c2cc3ccccc3cc2O)cc1OC (stereo unspecified)
48	Cc1cc(C)n2nc(SCC(=O)N/N=C/c3ccccn3)nc2n1

entry no.,43,44,45,46,47,48
CXCR6 inh,-4,-12,10,-2,9,2
APJ antag,-8,-5,7,11,-15,-7
CCR6 antag,-7,11,-2,-1,12,12
CHOP UPR activ,-2.9,-1.4,6.9,-1.9,0.0,-2.0
APJ ag,1,0,-3,0,2,1
tim23-1 inh,10,29,25,30,19,4
XBP1 UPR activ,-1,-2,0,-2,-3,-1
EBI2 antag,18,-11,-13,0,7,-13
Mdm2-MdmX inh,6,-22,-8,-13,-6,2

Arranged by formula weight (smallest number first): some entries from above
45	COc1ccc(CSc2nnc(-c3ccncc3)n2C)cc1F
44	C(=N\Nc1nc(N2CCCC2)nc(N2CCCC2)n1)/c1cccnc1
48	Cc1cc(C)n2nc(SCC(=O)N/N=C/c3ccccn3)nc2n1
43	CCn1c(CN2CCN(C(=O)c3ccco3)CC2)nc2c1c(=O)n(C)c(=O)n2C
40	O=C(OCC(=O)N1CCN(C(=O)c2ccco2)CC1)c1cc(-c2ccccc2)nc2ccccc12
47	COc1ccc(C2CC(c3cccs3)=NN2C(=O)COC(=O)c2cc3ccccc3cc2O)cc1OC (stereo unspecified)

entry no.,45,44,48,43,40,47
CXCR6 inh,10,-12,2,-4,7,9
APJ antag,7,-5,-7,-8,1,-15
CCR6 antag,-2,11,12,-7,17,12
CHOP UPR activ,6.9,-1.4,-2.0,-2.9,-2.2,0.0
APJ ag,-3,0,1,1,-2,2
tim23-1 inh,25,29,4,10,40,19
XBP1 UPR activ,0,-2,-1,-1,-1,-3
EBI2 antag,-13,-11,-13,18,12,7
Mdm2-MdmX inh,-8,-22,2,6,-5,-6

Remaining list, next part
49	Cc1cc(NC(=O)C2CC(=O)N(c3ccc(F)cc3)C2)no1 (stereo unspecified)
50	COCCn1c(C)cc(C(=O)CSc2nc3ccccc3o2)c1C
51	C=CCNC(=O)c1cccc2c1C(=O)c1ccc(N3CCCC3)cc1S2(=O)=O
52	CCc1cccc(NC(=O)c2ccc3c(=O)n4c(nc3c2)CCCCC4)c1
53	Cc1ccc(N(C(=O)CNC(=O)c2ccco2)C(C(=O)NC2CCCC2)c2ccncc2)cc1 (stereo unspecified)
54	CCCCOc1ccccc1C(=O)NNC(=S)NC(=O)c1ccccc1[N+](=O)[O-]

entry no.,49,50,51,52,53,54
CXCR6 inh,-7,-5,4,-7,1,35
APJ antag,8,9,19,-4,3,21
CCR6 antag,9,10,7,11,5,30
CHOP UPR activ,0.4,-1.9,0.2,2.5,-1.9,-0.4
APJ ag,0,4,-1,-2,-2,-4
tim23-1 inh,-2,16,8,31,21,1
XBP1 UPR activ,1,-3,3,-2,-1,-3
EBI2 antag,8,-4,3,20,-3,-4
Mdm2-MdmX inh,19,-81,-3,3,3,42

Screening data from PubChem.

A portion of the library, so the mix of outcomes need not match the whole.
